BoNT A protease: inhibitors of Botulinum neurotoxin A light chain protease; multiplex microsphere protease substrate cleavage, flow cytometry; inhibition, % at 10 µM; 360,000 tested, 0.17% active; AID 588499; further: plate controls were buffer without enzyme for full effect and enzyme alone for no effect
Y pestis TopoI: Y. pestis Topo-I inhibition via cleavage products | Y. pestis Topo-I cleavage product accumulation, plate reader | activity, % at 10 µM | 360,000 tested, 0.064% active | AID 504884; in the data active means activity above about 50%, passing the limit was not always enough; inconclusive means no clear call, values can overlap the other calls; further: inactives centre near 2
CCHFV vOTU inh: CCHFV vOTU protease inhibition. Pep-AMC fluorescence. inhibition, % at 11.5 µM. 370,000 tested, 0.55% active. AID 651958; in the data active means inhibition above about 30%; further: 0% = vehicle wells with enzyme and 100% = no enzyme wells
Vc quorum ag: quorum light induction in luxS cqsA deficient V. cholerae; activation, % at 18.7 µM; 350,000 tested, 0.16% active; V. cholerae BH1578 lux reporter, luminescence, 6 h; in the data active means activation mostly above about 9.7%, no sharp cut-off; inconclusive means no clear call, values can overlap the other calls; inactive means mostly below about 3.7%; further: not every result past the cut was called active; inactives centre near 0; reference of the scale not given here
TcdB inh: inhibitors of Clostridioides difficile toxin B glycohydrolase; P18177; TcdB glycohydrolase enzymatic assay, plate reader; inhibition, % at 9.99 µM; 350,000 tested, 0.24% active; AID 652162; in the data active means inhibition above about 10%
SSB-PriA inh: blocks PriA binding to SSB C-terminal tail. inhibition, % at 33 µM. AID 1272365. AlphaScreen SSBct-PriA binding, biotinylated peptide. 430,000 tested, 0.6% active; in the data active means inhibition mostly above about 37%, no sharp cut-off; inactive means mostly below about 20%;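 further: plate controls were negative control peptide for no effect and reference peptide for full effect; strong numbers were not always called active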
SARS 3CLpro inh: SARS-CoV 3CLpro protease inhibition. 290,000 tested, 0.14% active. recombinant SARS-CoV 3CLpro, quenched FRET peptide cleavage. P0C6X7. inhibition, % at 6 µM; in the data active means inhibition above about 12%
PfHsp40 rescue: compounds rescuing yeast from Plasmodium falciparum HSP40 toxicity | growth rescue, % at 12.5 µM | AID 504582 | S. cerevisiae expressing PfHsp40, growth rescue, ATP luminescence | 340,000 tested, 0.68% active; in the data active means growth rescue above about 28%, passing the limit was not always enough; inconclusive means no clear call, values can overlap the other calls;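 further: yeast W303a lacking pdr1 and pdr3 grown in galactose medium; growth measured after three days at 30 °C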
VHR inh abs: blocks human VHR1 dual specificity phosphatase. inhibition, % at 13.3 µM. 290,000 tested, 0.52% active. P51452. recombinant VHR phosphatase, pNPP absorbance; in the data active means inhibition above about 50%; further: some compounds called inactive have numbers as strong as hits
Target sequence (P51452 whole entry, looked up): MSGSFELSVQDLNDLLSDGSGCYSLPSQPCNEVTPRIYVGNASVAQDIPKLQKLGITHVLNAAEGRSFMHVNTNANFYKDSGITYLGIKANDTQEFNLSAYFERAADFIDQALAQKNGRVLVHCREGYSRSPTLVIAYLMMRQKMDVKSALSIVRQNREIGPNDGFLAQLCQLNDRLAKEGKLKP
Anthrax LF inh2: inhibitors of Bacillus anthracis lethal factor protease | inhibition, % at 10 µM | P15917 | 360,000 tested, 0.12% active | multiplex microsphere protease cleavage assay, LF; further: plate controls were buffer without enzyme for full effect and enzyme alone for no effect
Target sequence (P15917 whole entry, looked up): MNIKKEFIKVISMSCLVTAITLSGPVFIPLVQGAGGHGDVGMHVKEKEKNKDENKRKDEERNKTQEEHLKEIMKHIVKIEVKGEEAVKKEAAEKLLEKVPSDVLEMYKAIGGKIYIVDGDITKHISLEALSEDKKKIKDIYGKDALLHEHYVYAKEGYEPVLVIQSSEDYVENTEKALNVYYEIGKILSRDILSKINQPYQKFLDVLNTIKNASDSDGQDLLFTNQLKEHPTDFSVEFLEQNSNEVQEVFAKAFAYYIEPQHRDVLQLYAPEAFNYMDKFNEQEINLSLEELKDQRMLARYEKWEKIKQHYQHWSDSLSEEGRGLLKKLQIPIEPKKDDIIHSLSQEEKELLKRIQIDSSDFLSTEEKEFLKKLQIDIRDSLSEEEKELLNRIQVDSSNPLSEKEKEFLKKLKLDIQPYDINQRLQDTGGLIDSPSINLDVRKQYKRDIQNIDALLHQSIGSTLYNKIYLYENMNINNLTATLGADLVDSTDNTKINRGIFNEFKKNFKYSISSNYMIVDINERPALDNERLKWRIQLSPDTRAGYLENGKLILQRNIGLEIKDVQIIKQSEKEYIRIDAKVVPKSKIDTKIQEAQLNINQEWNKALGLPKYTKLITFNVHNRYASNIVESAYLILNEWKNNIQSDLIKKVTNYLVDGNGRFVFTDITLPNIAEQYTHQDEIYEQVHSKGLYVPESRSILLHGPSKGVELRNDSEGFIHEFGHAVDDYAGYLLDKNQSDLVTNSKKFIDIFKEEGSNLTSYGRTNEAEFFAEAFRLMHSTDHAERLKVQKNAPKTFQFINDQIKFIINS
Starred values were filed as active, the others as inactive; i = inactive; ? = inconclusive; . = no result given; & = joins results of further samples. Unless noted, no stated cut-off is given here; in the data, active means inhibition above about 30%; inconclusive means no clear call, values can overlap the other calls; inactive means below that. Some of the compounds tested. The share of hits here may be higher or lower than overall.

Molecule	BoNT A protease	Y pestis TopoI	CCHFV vOTU inh	Vc quorum ag	TcdB inh	SSB-PriA inh	SARS 3CLpro inh	PfHsp40 rescue	VHR inh abs	Anthrax LF inh2
CCCC(C(=O)NC1CCCC1)N(Cc1ccc(F)cc1)C(=O)c1snc(C(N)=O)c1N (configuration not stated)	-0.2	9	-1	-0.2	0.8	2	-1	-1.5	-19	4
Cc1cccc2sc(NNC(=O)c3ccc4c(c3)OCCO4)nc12	-0.5	5	-1	-0.2	-6.9	4	8	-0.4	-4	3
O=C(Nc1ccccc1C(=O)O)c1cccc(N2C(=O)c3ccccc3C2=O)c1	0.2	7	11	-4.0	0.1	5	-3	0.7	14	2
O=S(=O)(NC1CC1)c1ccc2c3c(cccc13)CC2	-0.7	1	0	-0.6	1.4	-30	0	-0.7	18	-6
CCC(CC)N1CCN(Cc2nc3ccccc3c(=O)n2-c2ccc(F)cc2)CC1	1.1	12	-6	-4.3	2.1	-6	0	-1.1	-8	-4
O=C(COC(=O)CSc1ccccc1)NCCNC(=O)COC(=O)CSc1ccccc1	?	16	2	-0.7	1.9	-9	.	-1.5	.	?
Cc1ccc(NC(=O)COc2nc(C)cs2)cc1	-1.0	-3	-8	-2.6	0.0	6	-5	-0.8	6	-1
COC(=O)C1=C(C)NC(=O)CC1c1ccccc1OC (configuration not stated)	1.0	6	-1	0.7	-0.9	-1	3	-1.6	0	-5
Cc1ccccc1-n1nc2c(c1NC(=O)c1c(-c3ccccc3Cl)noc1C)CS(=O)(=O)C2	-2.5	7	-1	-1.4	.	5	-1	0.5	14	-10
O=C(CO)C(O)C(O)C(O)CO (configuration not stated)	-0.1	-4	-1	-0.3	0.6	-12	.	15	.	11
CCOC(=O)CSc1nc2ccc(N3CCOCC3)cc2c(=O)n1Cc1ccccc1	0.7	6	-4	.	.	12	3	-0.7	-8	-3
CCOC(=O)c1ccc(NS(=O)(=O)c2cc(C)ccc2OC)cc1	0.8	6	1	-2.9	.	-9	-7	1.9	5	0
O=C(NNc1cccc(Cl)n1)c1ccc(Cl)cc1Cl	0.1	3	-7	i	1.4	4	-3	2.5	15	2
CCN(CC(=O)Nc1cc(Cl)ccc1C)C(=O)C1CCN(c2ncnc3sc(C)c(C)c23)CC1	-0.6	34	9	-4.5	0.9	.	.	.	.	0
Cc1ccc(S(=O)(=O)N2CCN(C(=O)c3ccccc3)CC2)cc1	-0.1	4	-1	-0.1	.	-7	-2	1.3	19	4
CC(=O)Nc1ccc(S(=O)(=O)NCCC(=O)Nc2ncccc2C)cc1	?	-4	-7	0.9	0.3	3	.	0.0	.	?
CCN(CC)c1ccc(NC(=O)c2ccc3c(c2)OCO3)c(C)c1	-7.9	-2	-7	-0.3	0.8	9	4	-0.3	45	-9
COc1cc(/C=C2\SC(=S)N(CCC(=O)Nc3ccc(O)cc3)C2=O)cc(OC)c1OC	2.3	-1	-8	-5.6	1.7	4	2	0.8	13	18
CCOC(=O)[C@]12CCC=C1N(Cc1ccco1)C(=O)[C@H](CC(=O)NCc1ccccc1)C2	-0.4	.	-9	.	-1.4	.	.	.	.	1
COc1ccc(NC(=O)Nc2cc(C)ccc2F)cc1OC	-0.8	8	-4	-0.4	0.5	0	2	0.3	18	-4
CCCn1c(N2CCN(CC(=O)c3c(C)n(C)c4ccc(OC)cc34)CC2)nc2c1c(=O)[nH]c(=O)n2C	0.3	28	9	i	.	1	-2	-1.0	20	-1
CCOc1ccc(NC(=O)C(C)Oc2ccc(C#N)cc2)cc1S(=O)(=O)N1CCCC1 (configuration not stated)	1.2	23	0	-5.2	-0.1	-7	.	0.1	.	8
N#C/C(=C/c1ccccc1[N+](=O)[O-])C(=O)NCc1ccco1	-1.3	-7	-7	-0.4	-0.5	-17	-4	-1.8	3	0
COc1ccc(/C=C2/CCC(CN3CCOCC3)C2=O)cc1 (configuration not stated)	-0.3	28	1	-1.9	-0.6	1	.	5.5	.	-3
COc1ccccc1NC(=O)CN1CCN(CC(=O)Nc2ccc(OC)c(OC)c2)CC1	-3.8	3	-2	i	0.3	-9	6	-0.1	-15	-6
CCNc1nc(N)nc(Oc2ccc(OCCOc3ccccc3)nn2)n1	-4.7	8	12	i	.	-7	2	0.9	16	-4
COc1ccccc1C(=O)Nc1nnc(-c2ccc3c(c2)CCCC3)o1	-0.1	37	-1	-0.1	1.5	-6	-3	0.1	-16	1
CCOc1ccccc1C(=O)Nc1nnc(SCC(=O)N2CCCC2)s1	-1.3	5	3	-0.7	1.7	.	.	.	.	-9
O=C(CNCc1ccccn1)Nc1cc(C(F)(F)F)ccc1N1CCOCC1	-1.9	15	-1	i	0.9	3	-5	-0.1	16	-1
COc1cccc(NC(=O)Cn2c(CCC(=O)O)ccc2-c2ccc(C)cc2)c1	-0.6	0	5	i	-1.7	6	5	0.2	2	-7
C[N+]1(C)CCc2cc3c(cc2[C@H]1[C@@H]1OC(=O)c2c1ccc1c2OCO1)OCO3	0.5&-0.9	12&-2	-5&-3	-0.2	0.1&-0.4	-3	-6&5	-3.1&-1.4&0.7	-3&16	-12&-6
COCCCNCCC(CCC(C)C)c1ccc2c(c1)OCO2 (configuration not stated)	.	6	-14	-0.4	1.8	-8	5	.	0	.
O=C(CN(C(=O)c1csnn1)c1ccc(F)cc1)NCCc1ccccc1	0.5	0	5	-0.2	2.8	-4	0	-0.6	2	1
N#C/C(=C/c1cc[nH]c1)C(N)=S	0.9	-6	19	i	-0.2	9	1	0.5	22	1
CCn1c(SCC(=O)N/N=C/c2ccc(O)c(OC)c2)nc2ccccc21	0.1	-4	5	-0.5	2.2	.	1	0.0	-7	0
COc1ccccc1CNC(=O)CN1CCN(c2ccc(C(C)=O)cc2)CC1	0.2	9	12	-0.1	1.4	-3	-5	0.0	21	-2
COC(=O)C1=C(C)N(CCCC(=O)O)C(=O)NC1c1ccc2c(c1)OCO2 (configuration not stated)	-0.4	9	8	i	-1.1	-20	.	-1.5	.	-7
O=C(NCCOC(=O)c1cccs1)c1cccnc1	0.0	4	6	-0.8	.	-2	3	-0.8	-3	-7
COc1ccc(C2(CO)OC(CO)C(O)C2O)cc1 (configuration not stated)	0.5	6	-5	-0.9	0.7	-14	.	-1.3	.	4
CCOC(=O)CSc1nnc(NC(=O)c2cc([N+](=O)[O-])cc([N+](=O)[O-])c2)s1	0.5	-8	2	-0.3	.	2	-3	2.1	9	-3
O=C(CCCn1c(=S)[nH]c2cc3c(cc2c1=O)OCO3)N1CCc2ccccc2C1	1.0	2	0	-2.9	.	-5	-1	0.6	-9	-13
NNC(=O)/C(=C\c1cccs1)NC(=O)c1ccccc1	0.1	-4	-13	i	.	-10	1	0.1	-11	0
Cc1cccc(NC(=O)Cn2nc([N+](=O)[O-])c(Br)c2C)n1	-0.6	5	-5	i	1.4	-3	1	-1.3	-3	2
CC(Nc1ccc([N+](=O)[O-])cc1[N+](=O)[O-])c1ccccc1 (configuration not stated)	-0.2	2	5	-0.8	0.7	19	.	2.6	.	-6
Cc1nc(SCC(=O)N2CCOCC2)c2c(=O)n(C)c(=O)n(CC(C)C)c2n1	0.2	1	-10	-1.6	-0.1	-14	.	-2.4	.	2
Cc1cc(F)ccc1NCC(=O)Nc1ccccc1Br	1.0	-3	-18	i	.	-13	3	1.1	18	0
NC(=S)N=Nc1c(O)[nH]c2c(Cl)cc(Cl)cc12	0.0	0	9	i	0.6	-5	.	-0.9	.	-1
CCOc1ccc(NC(=O)N(Cc2ccc(C)cc2)Cc2ccccn2)cc1	-3.7	26	20	i	1.3	9	-3	2.9	-16	-12
CCOc1ccccc1C=C1CCc2ccccc2C1=O	-0.3	11	-8	-0.6	1.3	.	.	.	.	-4
CCc1cccc2c1NC(=O)[C@]21[C@@H]2C(=O)N(Cc3ccccc3)C(=O)[C@@H]2[C@@H]2CCCN21	0.5	1	1	-17	.	10	4	0.8	7	-3

Additional compounds follow:
Molecule	BoNT A protease	Y pestis TopoI	CCHFV vOTU inh	Vc quorum ag	TcdB inh	SSB-PriA inh	SARS 3CLpro inh	PfHsp40 rescue	VHR inh abs	Anthrax LF inh2
C#CCN(CC=C)C(=O)C1CCC(=O)N(CCCc2ccccc2)C1 (configuration not stated)	0.2	-4	-5	i	1.3	-8	1	-0.2	0	-8
Cc1cc(C(=O)N2CC=C(c3ccccc3)CC2)c2ccccc2n1	-2.3	-6	4	-3.8	-2.3	12	.	0.0	.	-4
Cc1ccc(C)c(OCC(=O)Nc2ccc(S(=O)(=O)Nc3ncccn3)cc2)c1	0.0	6	10	0.0	-1.9	4	4	-0.2	20	-6
CC(NC(=O)CNC(=O)C(Cc1ccccc1)NC(=O)OCc1ccccc1)C(N)=O (configuration not stated)	-0.6	9	2	-0.5	0.3	-3	8	-0.5	5	-2
CC(C)NC(=O)c1onc(CSc2ccc(F)c(F)c2)c1C(=O)NC(C)C	-0.5	4	12	-2.9	.	-3	.	-0.7	.	5
CCCNC(=O)COC(=O)c1c2c(nc3ccccc13)CCC2	1.6	8	7	-2.1	1.5	0	-2	-0.5	7	13
Cn1c(/C=C/c2cccc(Br)c2)nc2ccccc2c1=O	1.9	-4	12	i	2.3	-5	2	-1.3	.	4
CC1(C)CCC(=O)C=C1Nc1ccc(F)c(Cl)c1	-3.3	8	16	-0.6	0.3	0	-2	-0.3	35	-10
Cc1[nH]c(=O)[nH]c(=O)c1/C=C/C(=O)O	-1.0	3	17	i	-0.1	-17	5	0.8	7	0
CCCCNC(=O)CN1C(=O)NC(Cc2ccccc2)(Cc2ccccc2)C1=O	-1.0	1	3	-0.3	2.8	-10	6	0.6	12	-4
CCN1/C(=C/C=C/C2=[N+](CC)c3ccccc3C2(C)C)C(C)(C)c2ccccc21	28	-6	13	i	2.1	.	.	.	.	20
O=C(CSc1ccncc1)Nc1ccc2ccccc2c1	12	-13	-4	1.4	0.8	0	5	3.3	7	-8
O=C1CCCCC(=O)[C@H](OC(=O)c2ccccc2)C[C@H](c2ccccc2)O1	0.6	.	12	.	0.5	.	.	.	.	0
CN1C2CCC1CC(NC(=O)c1cccc(C(F)(F)F)c1)C2 (configuration not stated)	-0.4	3	-16	-0.9	-0.3	-10	-2	-0.3	22	-6
COc1ccccc1NC(=O)Nc1nc(CC(=O)Nc2ccc(OC)c(OC)c2)cs1	-0.2	-1	-7	i	0.7	5	.	0.2	.	?
O=C(Nc1nc(-c2ccccc2)c(C(=O)c2ccccc2)s1)c1ccc(S(=O)(=O)N2CCCC2)cc1	0.4	-10	3	-0.7	.	-4	3	1.1	8	-4
Cc1ccccc1C(=O)c1cccn1CC(=O)NCCCN1CC(C)CC(C)C1 (configuration not stated)	-0.5	4	7	-4.2	0.5	-4	0	0.5	-9	-3
O=S(=O)(Nc1ccc(S(=O)(=O)Nc2ncccn2)cc1)c1ccccc1	0.5	0	-13	-0.4	0.0	-20	-3	-1.5	7	-2
CCOC(=O)c1ccc(NC(=O)CSc2nnc(CNC(=O)c3ccco3)o2)cc1	-1.5	5	-5	-0.2	0.0	-2	-10	-1.5	65	-4
O=C(Nc1nc2ccccc2[nH]1)c1cccc([N+](=O)[O-])c1	0.3	4	-6	-0.4	0.6	-2	-3	.	11	-5

Screening results deposited in PubChem BioAssay by several laboratories.
